Source: PubChem BioAssay
TRPC4 agonist: opens the mouse TRPC4 cation channel; Q9QUQ5; HEK293 TRPC4beta/mu-opioid, Fluo4 calcium fluorescence; active compounds read high; B-score at 10 µM; hit rate 0.49% among 310,000; AID 2237;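 active = B-score above 5 SD of library B-scores, and initial fluorescence ratio not above library mean plus 5 SD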;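 note: positive B-score marks a calcium rise read as TRPC4 activation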
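System: HEK293 cells stably co-expressing mouse TRPC4beta and mu-opioid receptor; Schedule: Fluo4 dye loading 45 min at room temperature, 110 s recording; Detection: Fluo4 fluorescence, kinetic; Evaluation: B-scored integrated calcium fluorescence ratio; Controls: buffer (low) and maximal DAMGO (high).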
IEC-6 cytotox: counter-screen for KLF5 inhibitors: cytotoxicity in IEC-6 cells; AID 1825; IEC-6 cytotoxicity, luminescence viability; inhibition, % at 5 µM; hit rate 0.78% among 290,000; in the data active = inhibition above about 22%;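 note: 0% = plate median of test compound wells and 100% = cytotoxic reference compound wells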
TRPC4 inh: inhibitors of mouse TRPC4 channel; Q9QUQ5; HEK293 TRPC4beta/mu-opioid, DAMGO-evoked Fluo4 calcium flux; active compounds read low; B-score at 10 µM; hit rate 0.39% among 300,000; AID 2247;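 active = B-score over 3 SD under the library average, no early fluorescence shift, positive overall ratio signal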
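Assay system – HEK293 line stably carrying TRPC4beta and mu-opioid receptor · Doses – single dose · Detection – Fluo4 calcium-dye fluorescence, kinetic read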
TRPC6 inh: mouse TRPC6 channel inhibition; Q61143; HEK293-TRPC6, membrane potential dye, ACh-evoked depolarization; active compounds read low; B-score at 10 µM; hit rate 1.1% among 310,000;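 active = B-score under library mean minus 3 SD, initial fluorescence not abnormally high, positive integrated signal ratio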;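 note: B-score derived from integrated fluorescence ratio over the kinetic read; more negative B-score means stronger inhibition of depolarization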
HIF activator: HIF pathway transcriptional activation. U2OS HRE-luciferase reporter, luminescence; normalized: DMSO 0%, desferrioxamine 100%. activation, % at 7.5 µM (by protocol). hit rate 0.32% among 300,000. AID 1910;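 active = mean activation of at least 10% of the iron chelator positive control signal, with at least half of replicates also reaching 10%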
TRPC4 PAM: allosterically enhances the mouse TRPC4 cation channel | B-score at 10 µM | Q9QUQ5 | hit rate 0.42% among 310,000 | HEK293 TRPC4beta/mu-opioid, DAMGO EC20, Fluo-4 Ca2+ flux; active compounds read high;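 active = B-score of calcium response area above 5 SD of library B-scores, with initial fluorescence ratio within 5 SD of library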;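 note: B-score of integrated fluorescence ratio over time as area under calcium response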
KLF5 inh: kruppel-like factor 5 inhibition; DLD-1 KLF5 promoter-luciferase reporter, luminescence; inhibition, % at 5 µM; hit rate 0.23% among 290,000;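 active = inhibition above a per-plate limit of that plate's mean compound inhibition plus 3 SD, cut at about 60% in these data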;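 note: 0% = DMSO wells and 100% = LY294002 at 200 µM; higher means less KLF5 promoter-driven luciferase light; inactives centre near -14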
SKKanGAS inh: SKKanGAS growth inhibition; S. pyogenes SKKanGAS, kanamycin growth, BacTiter-Glo, 6 h; inhibition, % at 7.5 µM; hit rate 1.3% among 300,000; AID 1662;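 active = mean replicate score, as percent of positive control median, at least 50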;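 note: strain carries kanamycin resistance gene driven by streptokinase promoter and grows in 40 µg/ml kanamycin; loss of luminescence reflects streptokinase promoter inhibition or plain growth inhibition; 0% = median of DMSO wells and 100% = positive control at its reference dose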
aSyn 5UTR inh: 5' untranslated region of α-synuclein, MLPCN primary screen; alpha-synuclein 5'UTR reporter, inhibitor activity; inhibition, % (tested at 7.5 µM); hit rate 0.82% among 300,000; in the data active = inhibition above about 60%;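 note: H4 neuroglioblastoma cells stably carrying SNCA 5'UTR luciferase fusion; 0% = DMSO wells and 100% = positive control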
MrgX1 antagonist: human MrgX1 receptor antagonism, primary screen. MRGX1-HEK293 calcium flux, Fluo-4, BAM8-22 antagonism; active compounds read low. AID 588676. Q96LB2. hit rate 1.3% among 310,000. B-score at 10 µM;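 active = calcium-response B-score plate-corrected more than 3 library SD below zero, starting fluorescence within 5 deviations, no agonist response on first addition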;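 note: peak minus trough fluorescence over baseline after final BAM8-22 challenge near maximal dose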
Target sequence (Q96LB2 whole entry, looked up): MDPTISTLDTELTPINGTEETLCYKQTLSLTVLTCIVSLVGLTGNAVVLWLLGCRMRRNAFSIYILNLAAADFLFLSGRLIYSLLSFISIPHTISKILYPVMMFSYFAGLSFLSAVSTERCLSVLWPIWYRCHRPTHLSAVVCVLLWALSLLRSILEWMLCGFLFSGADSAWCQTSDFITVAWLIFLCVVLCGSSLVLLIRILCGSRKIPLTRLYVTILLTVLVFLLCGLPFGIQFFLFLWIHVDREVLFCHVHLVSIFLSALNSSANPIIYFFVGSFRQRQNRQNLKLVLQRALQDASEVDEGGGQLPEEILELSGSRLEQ
TRPC6 act: mouse TRPC6 channel activation; Q61143; AID 2550; hit rate 0.13% among 310,000; B-score at 10 µM; HEK293-TRPC6 membrane potential dye fluorescence; active compounds read high;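 active = B-score of the integrated fluorescence ratio above library mean plus 3 SD, and starting fluorescence ratio within library mean plus 5 SD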;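 note: higher score means more depolarization so channel activation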
Numbers without * were called inactive; i = inactive; · = no result given.

Value order – TRPC4 inh	TRPC4 agonist	SKKanGAS inh	IEC-6 cytotox	KLF5 inh	TRPC6 inh	MrgX1 antagonist	HIF activator	TRPC6 act	TRPC4 PAM	aSyn 5UTR inh
1: COC(=O)C1=C(O)/C(=C\c2ccc(O)c(OC)c2)N=C1C
→ ·	i	-1	2	-43	i	i	-0.1	i	i	-13
2: COc1ccc(N(CC(=O)Nc2cc(OC)c(OC)cc2C(=O)O)S(=O)(=O)c2c(C)noc2C)cc1
→ i	i	8	-7	-20	i	i	0.0	i	i	-21
3: COc1ccc(Cl)cc1NC(=O)CN(c1ccccc1)S(=O)(=O)N(C)C
→ i	i	1	2	11	i	i	-0.6	i	i	5
4: CCOC(=O)C1=C(COC(=O)COc2ccc(C#N)cc2)NC(=O)NC1C (stereo unspecified)
→ i	i	-5	4	-35	i	i	-1.6	i	i	-1
5: COc1ccccc1NC(=O)CS(=O)(=O)c1cn(CC(=O)N2CCOCC2)c2ccccc12
→ i	i	4	-7	-15	i	i	0.0	i	i	6
6: NS(=O)(=O)c1ccc(CCNC(=O)Nc2ccc(Cl)cc2)cc1
→ i	i	10	4	22	i	i	-0.1	i	i	-10
7: O=C(CCc1ccccn1)N1CCCC(CNS(=O)(=O)c2cccs2)C1 (stereo unspecified)
→ i	i	-3	-4	-10	i	i	-12	i	i	2
8: CCOC(=O)c1ccc(N2C(=O)C(O)=C(C(C)=O)C2c2ccc(O)c(OC)c2)cc1 (stereo unspecified)
→ i	i	2	7	-9	i	i	0.0	i	i	4
9: COC(=O)c1c(NC(=O)CN(c2ccccc2)S(C)(=O)=O)sc2c1CCCC2
→ i	i	8	-6	6	i	i	0.2	i	i	25
10: O=C(NCc1ccc(F)cc1)c1cc(S(=O)(=O)N2CCOCC2)ccc1F
→ i	i	-1	2	10	i	i	-0.4	i	i	0
11: CC(C)c1ccc(/C=C(\c2nc3ccccc3[nH]2)S(=O)(=O)c2ccccc2)cc1
→ i	i	6	5	-4	i	i	4.3	i	i	-81
12: COC(=O)c1c(C)n(-c2ccc(C)cc2)c2ccc(O)cc12
→ i	i	·	1	-12	i	i	0.0	i	i	0
13: COc1cc(Cl)c(C)cc1NC(=O)c1ccc(S(C)(=O)=O)cc1
→ i	i	-1	-2	-11	i	i	-0.1	i	i	-17
14: C/C(=N\NS(=O)(=O)c1ccc([N+](=O)[O-])cc1)c1ccc2c(c1)OCO2
→ i	i	9	2	-38	i	i	-0.7	i	i	-9
15: Cc1ccc(N(CC(=O)NC(C)C)C(=O)CCC(=O)Nc2nccs2)c(C)c1
→ i	i	-3	2	15	i	i	-1.1	i	i	15
16: Cc1cccc(NC(=S)NNC(=O)CCn2cc(C)cn2)c1
→ i	i	7	3	-12	i	i	0.2	i	i	-19
17: CCOC(=O)C(O)(CC(=O)c1ccc(Cl)cc1)C(=O)OCC
→ i	i	-2	-2	-6	i	i	-0.2	i	i	24
18: O=C1N(c2ccc3c(c2)OCCO3)C(c2ccccc2)C1(F)F (stereo unspecified)
→ i	i	0	-4	-20	i	i	-0.4	i	i	30
19: Clc1ccc(-c2noc(CSc3nnc(Cc4cccs4)n3-c3ccccc3)n2)cc1
→ i	i	9	-4	-5	i	i	-0.2	i	i	-20
20: CCc1ncc(C)[nH]1
→ i	i	-3	0	-28	i	i	-0.1	i	i	-36
21: O=C(C[n+]1cc(-c2ccccc2)n2c1CCC2)N1c2ccccc2Sc2ccccc21
→ i	i	-2	-4	5	-5.5*	i	0.3	i	i	8
22: CN1CCN(c2ccccc2NC(=O)c2ccc(-c3cccc([N+](=O)[O-])c3)o2)CC1
→ i	i	-3	-1	-27	i	i	·	i	i	17
23: Cc1ccc(S(=O)(=O)CCC(=O)OCc2ccc(Cl)c(Cl)c2)cc1
→ i	i	-13	-1	-12	i	i	-1.0	i	i	3
24: CC1Cc2ccccc2N1C(=O)CSc1nc2ccccc2n1CC(=O)N1CCOCC1 (stereo unspecified)
→ i	i	-2	-6	-7	i	-4.6*	·	i	i	18
25: C=CCN(CC(=O)NCc1ccccc1)C(=O)c1csnn1
→ i	i	-1	1	5	i	i	-0.2	i	i	-14
26: O=C(Nc1ccc([N+](=O)[O-])cn1)c1cccnc1
→ i	i	3	-9	-27	i	i	-30	i	i	-26
27: CCC(=O)Oc1cccc(C(=O)Nc2cccc(NC(=O)c3ccco3)c2)c1
→ i	i	-14	5	-29	i	i	2.1	i	i	-9
28: CCCNC(=O)C(=O)NCCC1=CCCCC1
→ i	i	0	2	-41	i	i	1.0	i	i	-52
29: COC(=O)c1c(NC(=O)CC2Nc3cc(C)c(C)cc3NC2=O)sc(C)c1C (stereo unspecified)
→ i	i	0	2	-7	i	i	1.5	i	i	-9
30: COc1nccnc1NS(=O)(=O)c1ccc(N=Cc2c(C)[nH]n(-c3ccccc3)c2=O)cc1
→ i	i	-5	2	-17	i	i	-0.2	i	i	-3
31: CN(C)c1ccc(-c2ccccc2)nn1
→ i	i	15	-2	-133	i	i	0.9	i	i	-148
32: Cc1cccc(C(=O)NC(C)C2CC3CCC2C3)c1 (stereo unspecified)
→ i	i	-6	·	·	i	i	-0.2	i	i	8
33: CC(=O)NNS(=O)(=O)c1ccccc1[N+](=O)[O-]
→ i	i	-2	3	-31	i	i	-0.2	i	i	0
34: CSc1ncccc1C(=O)Nc1cc(C)ccn1
→ i	i	8	4	-16	i	i	0.3	i	i	-5
35: O=C(NCc1ccco1)c1ccc2nccnc2c1
→ i	i	-2	-4	-6	i	i	-0.3	i	i	-33
36: O=C(CN1C(=O)CSc2ccccc21)NCCC1=CCCCC1
→ i	i	5	-1	-34	i	i	-0.4	i	i	32
37: COc1cc(CNCCCN2CCOCC2)c(Br)cc1OC(C)C
→ i	i	-2	1	-12	i	i	-0.8	i	i	8
38: COc1cc(NC(=S)NCCCN2CCOCC2)cc(OC)c1OC
→ i	i	0	3	-3	i	i	0.0	i	i	4
39: O=C(C1=C(O)C(=O)N(CCCn2ccnc2)C1c1ccc(F)cc1)c1ccco1 (stereo unspecified)
→ i	i	3	-2	-13	i	i	0.0	i	i	7
40: Cc1cc(/C=N/NC(N)=O)c(C)n1C1CCCCC1
→ i	i	-4	0	2	i	i	-0.7	i	i	-9
41: CC(NC(=O)/C(=C\c1cccc([N+](=O)[O-])c1)NC(=O)c1ccco1)C(=O)O (stereo unspecified)
→ i	i	-1	-8	-34	i	i	-0.3	i	i	-8
42: O=C(c1ccco1)N1CCN(CC(O)Cn2c3ccccc3c3ccccc32)CC1 (stereo unspecified)
→ i	i	-4	-2	-6	i	i	-0.6	i	i	-14
43: COc1cc(NC(=O)CCc2nnc3ccc(N4CCN(c5cccc(OC)c5)CC4)nn23)cc(OC)c1
→ i	i	-5	-2	-35	i	i	-1.2	i	i	5
44: Cc1ccc2cc(C#N)c(N3CCCN(S(=O)(=O)c4ccc(F)cc4)CC3)nc2c1
→ i	i	-5	4	-16	i	i	0.1	i	i	-19
45: CCOc1ccc(OCc2cccc(C(=O)N/N=C/c3cccnc3)c2)cc1
→ i	i	0	-1	52	i	i	-2.8	i	i	87*
46: Cc1cc(C)c2[nH]c(C(=O)Nc3ccc4c(c3)OCO4)cc2c1
→ i	i	9	2	-25	i	i	2.7	i	i	-66
47: COc1ccccc1OCCCCCc1c(C)n[nH]c1C
→ i	i	66*	1	-40	i	i	-0.2	i	i	-29
48: COc1ccc(NS(=O)(=O)c2ccc(C)c(NC(=O)c3ccc(C)c(S(=O)(=O)N4CCOCC4)c3)c2)cc1
→ i	i	9	0	0	i	i	-0.8	i	i	7
49: O=C(CCCN1C(=O)C(c2ccccc2)Oc2cccnc21)NCCc1ccc(Cl)cc1 (stereo unspecified)
→ i	i	-1	-9	-30	i	i	-0.3	i	i	4
50: CC1CCN(c2nc3c(cc2C#N)COC(C)(C)C3)CC1
→ i	i	-11	-4	-29	i	i	-0.2	i	i	1

Later entries:
Value order – TRPC4 inh	TRPC4 agonist	SKKanGAS inh	IEC-6 cytotox	KLF5 inh	TRPC6 inh	MrgX1 antagonist	HIF activator	TRPC6 act	TRPC4 PAM	aSyn 5UTR inh
51: O=c1[nH][nH]cc1C=Nc1cc(Cl)ccc1O
→ i	i	4	3	-14	i	i	-0.4	i	i	-49
52: CN(Cc1ccccn1)C(=O)C1CCC(=O)N(Cc2cccc(C(F)(F)F)c2)C1 (stereo unspecified)
→ i	i	0	0	-27	i	i	-0.2	i	i	-8
53: CC(CC(=O)Nc1ccccc1C(F)(F)F)c1ccccc1 (stereo unspecified)
→ i	i	-2	4	0	i	i	-0.1	i	i	20
54: O=C(Cn1c(-c2cncs2)nc2ccccc21)NCc1ccccc1
→ i	i	-6	0	-19	i	i	-0.2	i	i	14
55: CC(C)Sc1nc(N2CCOCC2)c2c(c1C#N)CC(C)(C)SC2
→ i	i	2	6	-7	i	i	-0.2	i	i	32
56: COc1cccc(C(=O)Nc2cc(-c3cn4cccnc4n3)ccc2C)c1
→ i	i	-3	-2	-2	i	i	-0.8	i	i	-32
57: CC1(C)CC(=O)C(C=NCCN2CCN(C(=O)c3ccc(F)cc3)CC2)=C(O)C1
→ i	i	-2	-2	-21	i	i	-0.2	i	i	-20
58: COc1ccc(NC(=O)Nc2ccc3c(c2)CCC3)c(OC)c1
→ i	i	-2	-4	-5	i	i	0.7	i	i	-11
59: CCN(CC(=O)Nc1ccc(NC(C)=O)cc1)C(=O)c1cc(C)on1
→ i	i	-5	·	·	i	i	2.0	i	i	0
60: COC(=O)c1c(NC(=O)COC(=O)c2ccc(NC(=O)CC#N)cc2)sc2c1CCCCC2
→ i	i	7	-2	-9	i	i	0.0	i	i	19
61: CN(C)C1(CNC(=O)C2CCC(=O)N(CCc3ccc(Cl)cc3)C2)CCCCC1 (stereo unspecified)
→ i	i	-3	1	-14	i	i	-0.3	i	i	-4
62: C[C@@H]1CC[C@H]2C(=O)N3[C@@H](CC[C@@H](C)[C@@H]3c3ccc(Br)cc3)C(=O)N2[C@H]1c1ccc(Br)cc1
→ i	i	25	4	5	i	i	-1.0	i	i	-22
63: Cc1c2c(nc3c(C(=O)NC4CCCCC4C)cnn13)CCCC2 (stereo unspecified)
→ i	i	14	0	8	i	i	-0.4	i	i	9
64: CC(C)c1ccc(C2/C(=C(/O)c3ccc(F)cc3)C(=O)C(=O)N2CCCN2CCOCC2)cc1 (stereo unspecified)
→ i	i	6	-6	-39	i	i	0.7	i	i	-3
65: O=C(Nc1cc([N+](=O)[O-])ccc1Cl)C1CC1
→ i	i	4	-4	-49	i	i	0.1	i	i	19
66: CC(NCC1(N2CCOCC2)CCCCC1)C(=O)Nc1ccc(Cl)cc1Cl (stereo unspecified)
→ i	i	1	-4	-5	i	i	-0.2	i	i	17
